KCNQ1 act = human KCNQ1 channel potentiation or activation; 310,000 tested, 0.35% active; B-score at 10 µM; CHO-K1 KCNQ1, thallium flux FluxOR fluorescence; stronger effect = higher value; AID 2648;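 active = fluorescence ratio B-score, a plate-corrected score, at least three library SD, with initial intensity B-score within 5 SD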
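Test system: CHO-K1 cells stably expressing KCNQ1 / Medium: assay buffer / Also added: depolarizing K+/Tl+ stimulus, K2SO4 and Tl2SO4 each 12.5 mM in 5x stock / Incubation: 90 min dye loading and 20 min compound exposure, both at room temperature / Signal: thallium influx via FluxOR fluorescence, kinetic imaging / Evaluation: B score of baseline-normalized fluorescence ratio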
KCNQ1 inh = blocks the human KCNQ1 potassium channel | AID 2642 | B-score at 10 µM | CHO-K1 KCNQ1, FluxOR thallium flux fluorescence; stronger effect = higher value | P51787 | 310,000 tested, 1.3% active;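 active = compounds whose thallium flux B-score, printed positive for inhibition, exceeds three library SD while starting fluorescence stays within three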;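 also: channel opened by potassium depolarization with thallium stimulus after 20 min compound exposure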
DYRK1A inh = inhibitors of rat Dyrk1A kinase; 310,000 tested, 0.43% active; Q63470; inhibition, % at 12.5 µM; AID 504441; ADP-Glo luminescence, NFATc1 peptide; in the data active = inhibition above about 50%;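 also: plate controls were vehicle with enzyme for no effect and no enzyme for full effect; many of its hits are not listed in these tables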
KCNK9 inh = human KCNK9 channel inhibition. HEK293 KCNK9, FluxOR thallium flux fluorescence; stronger effect = lower value. 310,000 tested, 1.2% active. AID 488922. B-score at 10 µM;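 active = ratio B-score over 3 SD below the library mean, with starting fluorescence within 5 SD of its mean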;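 also: negative B-score means less thallium flux so channel inhibition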
Target sequence (Q9NPC2 whole entry, looked up): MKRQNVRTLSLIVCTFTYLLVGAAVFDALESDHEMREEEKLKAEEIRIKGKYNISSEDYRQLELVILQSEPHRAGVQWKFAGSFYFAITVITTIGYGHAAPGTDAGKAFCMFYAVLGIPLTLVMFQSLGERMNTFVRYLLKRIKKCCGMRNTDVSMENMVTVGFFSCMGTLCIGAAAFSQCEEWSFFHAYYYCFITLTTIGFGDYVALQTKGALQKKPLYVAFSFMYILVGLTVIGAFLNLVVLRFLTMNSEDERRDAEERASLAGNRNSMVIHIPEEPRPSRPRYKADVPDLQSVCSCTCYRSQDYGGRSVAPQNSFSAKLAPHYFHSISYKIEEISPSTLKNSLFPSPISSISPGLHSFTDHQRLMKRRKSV
GSK3A inh = human GSK-3 alpha kinase inhibition; AID 2650; P49840; 320,000 tested, 0.1% active; inhibition, % at 10 µM; ADP-Glo luminescence, 60 min;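 in the data active = inhibition above about 50%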;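 also: GST-tagged GSK-3 alpha with peptide substrate and 25 µM ATP; 0% = DMSO neutral wells and 100% = GW8510 positive control wells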
Target sequence (P49840 whole entry, looked up): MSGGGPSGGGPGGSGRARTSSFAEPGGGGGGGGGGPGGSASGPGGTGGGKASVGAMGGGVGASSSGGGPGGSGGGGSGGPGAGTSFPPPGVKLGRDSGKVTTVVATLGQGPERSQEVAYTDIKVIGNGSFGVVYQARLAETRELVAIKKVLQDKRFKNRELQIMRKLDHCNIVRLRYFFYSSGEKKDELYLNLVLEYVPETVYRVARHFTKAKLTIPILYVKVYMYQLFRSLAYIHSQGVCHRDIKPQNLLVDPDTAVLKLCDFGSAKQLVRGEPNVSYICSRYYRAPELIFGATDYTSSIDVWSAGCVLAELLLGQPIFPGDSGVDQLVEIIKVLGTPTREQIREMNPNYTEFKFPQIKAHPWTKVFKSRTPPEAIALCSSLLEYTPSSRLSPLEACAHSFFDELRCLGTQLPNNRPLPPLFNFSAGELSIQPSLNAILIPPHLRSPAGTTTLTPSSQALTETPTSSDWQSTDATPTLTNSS
KCNK3 block = human KCNK3 channel inhibition, primary screen. 340,000 tested, 0.84% active. AID 602410. CHO-KCNK3 thallium flux, FluxOR fluorescence; stronger effect = lower value. B-score at 10 µM;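 active = B-score under library mean minus 4 SD, starting fluorescence ratio at most library mean plus 5 SD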;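 also: more negative B-score means stronger inhibition of thallium flux through KCNK3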
GSK3beta inhib = human GSK3beta kinase inhibition; activity score (negative = inhibition), % at 10 µM; GST-GSK3beta kinase, ADP-Glo luminescence, 60 min; stronger effect = lower value; 300,000 tested, 0.038% active; P49841; AID 2097;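 active = more than half of replicate wells score below -50%, meaning over 50% inhibition versus plate controls; inconclusive = some replicates but at most half score below -50%; inactive = no replicate scores below -50%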;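 also: 0% = median DMSO wells and -100% = median GW8510 positive control wells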
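Assay system: GST-fused GSK3beta enzyme, cell-free / Medium: Tris pH 7.5 buffer with MgCl2, DTT, BSA, heparin / Also added: peptide substrate plus 25 µM ATP (final) / Compound: 10 µM single point / Timing: kinase reaction with compound 60 min at room temperature / Detection: ADP-Glo luminescence / Benchmarks: DMSO neutral wells and GW8510 at 20 µM as positive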
RGS4 pot = potentiators or activators of RGS4; AID 463111; HEK293 M3R/inducible RGS4, carbachol calcium flux Fluo4; stronger effect = lower value; 310,000 tested, 0.92% active; B-score at 10 µM;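 active = B-score of the integrated calcium signal more than 4 SD below the library mean, with starting fluorescence not abnormally high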;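 also: negative B-score means reduced calcium response which marks RGS4 activation or potentiation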
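test system = HEK293 cells with stable M3R and inducible RGS4 | schedule = recording 10 s baseline at 1 Hz, 100 s post-agonist | technique = Fluo4-AM (2 µM) calcium-flux fluorescence, kinetic read | measure = Agonist-evoked peak-minus-minimum fluorescence over baseline, integrated ratio, B score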
hERG protect = shields human hERG channel from block by proarrhythmic agents; Q12809; CHO-hERG, FluxOR thallium flux, dofetilide IC70 present; activation (rescue from dofetilide block), less the hit threshold, % at 10 µM; 310,000 tested, 0.51% active;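 active = activation above the mean of controls blocked by dofetilide plus 5 SD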;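 also: thallium influx through hERG after potassium depolarization seen as dye fluorescence rise; in these data hits start at about 4.7%; inactives centre near -7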
PolyA inh = yeast polyadenylation inhibition | S. cerevisiae SKY197-pL101 polyadenylation reporter, beta-gal luminescence; efflux-impaired pdr1/pdr3 knockout yeast; score 100 = 6 SD above DMSO | calls only at 12 µM | 300,000 tested, 0.02% active | AID 1875;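 active = lowest replicate activity score at least 50, where 100 means six control SD above control mean; inconclusive = lowest score under 50 but half or more replicates reach 50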;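 also: yeast exposed to compound for 9 h at 30 °C; higher score means more reporter readthrough which indicates perturbed polyadenylation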
HDAC3 inhib = human HDAC3 inhibition; recombinant HDAC3, fluorogenic peptide/trypsin coupled, fluorescence; inhibition, % at 8.3 µM; 320,000 tested, 0.15% active; AID 2718; in the data active = inhibition above about 26%, passing the limit was not always enough; inconclusive = no clear call, values can overlap the other calls
Starred values were filed as active, the others as inactive; i = inactive; ? = inconclusive; nt = not tested or not shown. Some of the compounds tested; rates above refer to the full screens.

item	compound	KCNQ1 act	KCNQ1 inh	DYRK1A inh	KCNK9 inh	GSK3A inh	KCNK3 block
1	COc1cc(NS(=O)(=O)c2cc(C(=O)N3CCN(C(C)=O)CC3)ccc2OC)cc(OC)c1	i	i	0	i	-1	i
2	COCCN(C(=O)CCCC(=O)Nc1ccccn1)C(C(=O)NC1CCCC1)c1ccc(C)cc1 (centres undefined)	i	i	-1	i	0	i
3	c1ccc2sc(NC3=NCN(C4CCCCC4)CN3)nc2c1	i	i	0	i	-1	i
4	O=C(Nc1ccccc1)N1CCC(O)(c2cccc(C(F)(F)F)c2)CC1	i	i	12	i	0	i
5	O=C(COC(=O)c1ccccc1[N+](=O)[O-])Nc1cccnc1Cl	i	i	8	i	2	i
6	O=C(CNC(=O)c1cccs1)N/N=C/c1cccc(Cl)c1	i	i	-4	i	0	i
7	Cc1cc(SCC(=O)c2ccccc2)nc(C)n1	i	i	8	i	2	i
8	COCCCn1c(=S)[nH]c2sc3c(c2c1=O)CCCS3	i	i	nt	i	4	i
9	CCC/C(=N\NC(=O)C1CCCC1)c1ccccc1	i	i	nt	i	-1	i
10	Cc1ccccc1NC(=O)c1cc(C(=O)c2cc(Cl)ccc2O)cn(-c2ccccc2C)c1=O	i	9*	4	i	0	i
11	CC(C)NC(=S)N/N=C1\CCCc2ccccc21	i	i	-1	i	1	i
12	Cc1ccc(NC(=O)CNCc2ccccc2Cl)cc1S(=O)(=O)N(C)C	i	i	-3	i	-2	i

item	GSK3beta inhib	RGS4 pot	hERG protect	PolyA inh	HDAC3 inhib
1	1	i	-7	i	-3
2	-2	i	-12	i	-1
3	1	i	-10	nt	-1
4	2	i	-1	i	7
5	-1	i	-12	i	0
6	-2	i	-9	i	-2
7	-3	i	-6	i	3
8	0	i	19*	i	7
9	-1	i	-6	i	-9
10	-1	i	-7	i	5
11	-1	i	-9	i	6
12	4	i	-7	i	1

New compounds follow:
item	compound	KCNQ1 act	KCNQ1 inh	DYRK1A inh	KCNK9 inh	GSK3A inh	KCNK3 block
13	COc1cccc(N2C(=O)Nc3ccc(Br)cc3C2(O)C(=O)NCCCOC(C)C)c1 (centres undefined)	i	i	-1	i	0	i
14	CC(=O)c1cc2c(cc1NC(=O)CN1CCC(Cc3ccccc3)CC1)OCO2	i	i	9	i	0	i
15	Cc1cc(SCc2ccc(Cl)cc2)nc(=O)[nH]1	i	i	-3	i	1	i
16	O=C(Cc1ccccc1F)Nc1ccc(Cl)nc1	i	i	-2	i	-1	i
17	Cc1ccc(-c2nnc(SCC(=O)N(C)C)nc2-c2ccc(C)cc2)cc1	i	i	1	i	-6	i
18	COc1ccc(OC)c(NC(=O)c2cc(S(=O)(=O)N3CCCC3)cn2C)c1	i	i	4	i	2	i
19	O=C(Cc1ccccc1)N1N=C(c2ccncc2)CC1(O)C(F)(F)F (centres undefined)	i	i	6	i	-2	i
20	CCOC(=O)CNC(=O)CSc1nnc(-c2ccccc2)c(-c2ccccc2)n1	i	i	-4	i	1	i
21	COc1ccc(CNC(=O)c2cc(=O)c3ccccc3o2)cc1	i	i	0	i	0	i
22	COc1ccc(N(C(=O)c2cccc(OC)c2OC)C2C=CS(=O)(=O)C2)c(OC)c1 (centres undefined)	i	i	-1	i	-5	i
23	O=C(CCN1CCOCC1)Nc1ccc(Cl)cc1	i	i	3	i	-3	i
24	Cc1cc(NC(=O)CSc2nnnn2-c2ccc(C(C)C)cc2)no1	i	i	-7	i	-2	i

item	GSK3beta inhib	RGS4 pot	hERG protect	PolyA inh	HDAC3 inhib
13	-1	i	-11	i	4
14	0	i	-11	i	-7
15	0	i	-5	i	-3
16	0	i	-9	i	0
17	0	i	-12	i	13
18	1	i	-11	i	0
19	2	i	-9	i	-1
20	1	i	-11	i	4
21	0	i	-2	i	-2
22	0	i	-6	i	-17
23	-5	i	3	i	0
24	-1	i	-3	i	?

Later entries
item	compound	KCNQ1 act	KCNQ1 inh	DYRK1A inh	KCNK9 inh	GSK3A inh	KCNK3 block
25	O=C(CCN1C(=O)c2ccccc2S1(=O)=O)Nc1cccc2ccccc12	i	i	4	i	0	i
26	Cc1onc(-c2ccccc2)c1C(=O)N1CCOCC1	i	i	2	i	-2	i
27	Nn1c(SCc2ccc(F)cc2)nnc1-c1ccccn1	i	i	nt	i	8	i
28	CCNC(=O)c1c(C)[nH]c(C(=O)OCC)c1C	i	i	2	i	-4	i
29	CCOc1ccc(OCCn2c(=S)[nH]c3c(N)ncnc32)cc1	i	i	-4	i	-3	i
30	O=C(Cc1ccc(S(=O)(=O)N2CCOCC2)s1)Nc1nc2c(s1)CCCC2	i	i	0	i	nt	i
31	FC(F)(F)c1ccc(NC(=S)NC2CCCCC2)cc1	i	7*	nt	i	-2	i
32	COc1ccc(NC(=O)CC2C(=O)N(c3ccc(Cl)cc3)C(=S)N2NC(=O)c2cccc(F)c2)cc1 (centres undefined)	i	i	-7	i	-2	i
33	COc1ccc(-c2c(C)[nH]n3c(=O)c(Cc4ccccc4)c(C)nc23)cc1OC	i	i	-5	i	1	i
34	Cc1[nH]c2ccccc2c1C(=O)CN1CCN(c2ccc(Cl)cc2)CC1	i	i	0	i	1	i
35	CC1(C)Cc2c(C#N)c(SCC(=O)c3ccccc3)nc(N3CCOCC3)c2CS1	i	i	2	i	0	i
36	Cc1nnc(NC(=O)c2ccc(-c3ccc([N+](=O)[O-])cc3)o2)s1	i	i	-3	i	2	i

item	GSK3beta inhib	RGS4 pot	hERG protect	PolyA inh	HDAC3 inhib
25	2	i	-10	i	3
26	1	i	-1	i	0
27	-4	i	-5	i	-10
28	-4	i	-12	i	4
29	-3	i	-4	i	-3
30	-3	i	-7	i	4
31	4	i	-10	i	7
32	0	i	-8	i	0
33	-4	i	-8	i	3
34	1	i	-1	i	3
35	4	i	-10	i	6
36	0	i	-2	i	-6

Next section
item	compound	KCNQ1 act	KCNQ1 inh	DYRK1A inh	KCNK9 inh	GSK3A inh	KCNK3 block
37	Cc1cccc2c(C(=O)n3cccn3)cc(-c3ccccc3Cl)nc12	i	i	2	i	0	i
38	CC(C)(C)Nc1nc(N)nc(Cl)n1	i	i	5	i	-4	i
39	Cc1cc(C)n(CC(=O)O)c(=O)c1[N+](=O)[O-]	i	i	-10	i	-3	i
40	S=C1NC[C@H](CC2CCCCC2)N1CCCCC1CCCCC1	i	i	13	i	0	i
41	Cn1c(N2CCCC2)nc2c1c(=O)[nH]c(=O)n2C	i	i	-3	i	5	i
42	c1ccc(Oc2c3ccccc3nc3ccccc23)cc1	i	i	nt	i	0	nt
43	N#Cc1ccccc1CN1C(=O)S/C(=C/c2cccn2-c2cccc(C(=O)O)c2)C1=O	i	i	0	i	3	i
44	O=S(=O)(c1cccc(-c2cn3ccccc3n2)c1)N1CCCC1	i	i	2	i	2	i
45	OCC1(CCCc2ccccc2)CCN(Cc2cnc(N3CCOCC3)s2)CC1	i	i	-1	i	-3	i
46	CC1CN(c2nc3ccccc3nc2SCC(=O)Nc2ccc(F)cc2)CC(C)O1 (centres undefined)	i	i	0	i	3	-8.7*
47	Cc1ccc(NC(=O)Cn2c(=O)n(Cc3ccco3)c(=O)c3ccccc32)c(C)c1	i	i	-1	i	7	i
48	Cn1ccnc1SC(C(=O)O)c1ccccc1 (centres undefined)	i	i	nt	i	0	i

item	GSK3beta inhib	RGS4 pot	hERG protect	PolyA inh	HDAC3 inhib
37	0	i	-5	i	-1
38	0	i	-5	i	-1
39	0	i	-4	nt	1
40	0	i	-6	i	9
41	-4	i	0	i	0
42	2	i	-7	i	-5
43	-5	i	-19	nt	6
44	-1	i	-9	i	-4
45	-2	i	-15	i	-3
46	0	i	-15	i	4
47	-6	i	-5	i	-1
48	-3	i	-10	i	7

(continued)
item	compound	KCNQ1 act	KCNQ1 inh	DYRK1A inh	KCNK9 inh	GSK3A inh	KCNK3 block
49	O=C(NNC(=O)c1cccs1)c1ccc(Cl)cc1	i	i	-3	i	1	i
50	COc1ccc(F)cc1S(=O)(=O)n1cnc2ccccc21	i	i	1	i	-1	i
51	CC(=O)C1=C(O)C(=O)N(CCC(=O)O)C1c1ccccc1Cl (centres undefined)	i	i	0	i	-4	i
52	O=C(NCc1ccccc1)C1CCN(S(=O)(=O)N2CCCCCC2)CC1	i	i	-6	i	-5	i
53	CCC(NC(=O)c1oc2ccccc2c1COC)c1ccc(OC)cc1 (centres undefined)	i	i	3	i	0	i
54	CNC(=O)C(=O)Nc1cc2c3c(c1)CCN3C(=O)CC2	i	i	17	i	0	i
55	C/C(=N\NC(=O)c1cccnc1)c1ccc(Br)cc1	i	i	2	i	1	i

item	GSK3beta inhib	RGS4 pot	hERG protect	PolyA inh	HDAC3 inhib
49	0	i	3	i	-11
50	1	i	-6	i	-13
51	1	i	-3	i	1
52	0	i	-9	i	5
53	2	i	-10	i	1
54	2	i	-5	i	0
55	4	i	-4	i	-10

7 compounds picked at random from those above, as already listed:
item	compound	KCNQ1 act	KCNQ1 inh	DYRK1A inh	KCNK9 inh	GSK3A inh	KCNK3 block
49	O=C(NNC(=O)c1cccs1)c1ccc(Cl)cc1	i	i	-3	i	1	i
54	CNC(=O)C(=O)Nc1cc2c3c(c1)CCN3C(=O)CC2	i	i	17	i	0	i
53	CCC(NC(=O)c1oc2ccccc2c1COC)c1ccc(OC)cc1 (centres undefined)	i	i	3	i	0	i
51	CC(=O)C1=C(O)C(=O)N(CCC(=O)O)C1c1ccccc1Cl (centres undefined)	i	i	0	i	-4	i
50	COc1ccc(F)cc1S(=O)(=O)n1cnc2ccccc21	i	i	1	i	-1	i
52	O=C(NCc1ccccc1)C1CCN(S(=O)(=O)N2CCCCCC2)CC1	i	i	-6	i	-5	i
55	C/C(=N\NC(=O)c1cccnc1)c1ccc(Br)cc1	i	i	2	i	1	i

item	GSK3beta inhib	RGS4 pot	hERG protect	PolyA inh	HDAC3 inhib
49	0	i	3	i	-11
54	2	i	-5	i	0
53	2	i	-10	i	1
51	1	i	-3	i	1
50	1	i	-6	i	-13
52	0	i	-9	i	5
55	4	i	-4	i	-10

Assay outcomes as filed in PubChem BioAssay.
